# High-throughput results deposited in PubChem BioAssay by several laboratories.
# ABCB1 block: blocks JC-1 efflux by human ABCB1 transporter; P08183; CCRF-Adr cells, flow cytometry; inhibition, % at 6.6 µM; 190,000 compounds, 0.067% hits; AID 1326; in the data active = inhibition above about 40%;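 note: 0% = vehicle and 100% = reference inhibitor; higher value means more JC-1 retained so stronger ABCB1 efflux block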
# HRas wt GTP: modulators of GTP binding to human HRas wildtype; GTP binding activity, % at 10 µM; GST-Ras wt beads, Bodipy-FL-GTP binding, flow cytometry; actives lie on both sides; P01112; AID 759; 190,000 compounds, 0.14% hits;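 active = GTP binding activity at least 20% away from the 100% baseline, either lowered as inhibitor or raised as activator; inconclusive = flagged as likely green fluorescent, judged across all proteins in the well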;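 note: 0% = unlabeled GTP competition control and 100% = no-compound control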
# Target sequence (P01112 whole entry, looked up): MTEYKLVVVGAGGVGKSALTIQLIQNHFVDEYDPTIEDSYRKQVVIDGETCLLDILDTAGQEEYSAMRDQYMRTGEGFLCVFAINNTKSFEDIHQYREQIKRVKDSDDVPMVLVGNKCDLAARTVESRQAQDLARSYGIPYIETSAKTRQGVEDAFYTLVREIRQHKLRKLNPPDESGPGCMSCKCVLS
# Rac1 mut GTP: human Rac1 activated mutant GTP binding change; GST-Rac1 activated beads, fluorescent GTP binding, flow cytometry; actives lie on both sides; 100% means binding = to untreated wells; percent activity (GTP binding), % at 10 µM; 190,000 compounds, 0.11% hits; AID 764;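 active = GTP binding at least 20 percentage points away from the 100% baseline, in either direction, so actives lie on both sides; inconclusive = Compound likely fluorescent itself, or too few beads counted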
# Rac1 wt modul: modulators of human Rac1 wildtype GTP binding | GST-Rac1 beads, fluorescent GTP binding, flow cytometry; actives lie on both sides; 0 = cold GTP competed, 100 = untreated | GTP binding activity (% of control), % at 10 µM | 190,000 compounds, 0.27% hits;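 active = GTP binding activity at least 20 points away from the 100% control level, either lower or higher; inconclusive = compound flagged as likely green fluorescent, judged across all proteins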
# ABCG2 block: blocks JC-1 efflux by human ABCG2 transporter. 190,000 compounds, 0.1% hits. inhibition, % at 6.6 µM. IgMXP3 cells, flow cytometry. Q9UNQ0;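 active = inhibition above 80%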;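 note: 0% = DMSO and 100% = nicardipine control wells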
#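 Read-out basis: Efflux inhibition in percent versus controls | Test system: ABCG2 IgMXP3 and barcoded ABCB1 CCRF-Adr cell mix | Quantity: 3 million cells/mL in well | Schedule: 10 min at 25 °C | Control set: Nicardipine as high control, DMSO as low control | Reagent: JC-1 as fluorescent efflux pump substrate | Signal: Flow cytometry of retained JC-1 fluorescence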
# Rab2A wt mod: changes GTP binding to wildtype dog Rab2A, up or down; P61105; GST-Rab2 wt beads, Bodipy-GTP binding, flow cytometry; GTP binding activity, % at 10 µM; 190,000 compounds, 0.19% hits; AID 760;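 active = GTP binding activity at least 20 points away from 100%, either lowered or raised; inconclusive = signal likely due to the compound's own green fluorescence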;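 note: 0% = beads with excess unlabeled GTP and 100% = no-compound control corrected for plate trend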
# Rab7 wt GTP bind: modulators of GTP binding to dog Rab7 wildtype GTPase. GTP binding activity (percent of control), % at 10 µM. AID 758. GST-Rab7 beads, fluorescent GTP binding, flow cytometry; actives lie on both sides; untreated = 100%, excess cold GTP = 0%. 190,000 compounds, 0.055% hits;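 active = fluorescent GTP binding to Rab7 beads changed by at least 20 points from the 100% baseline, either direction, mostly lower; inconclusive = compound itself probably fluorescent, or too few beads counted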;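 note: median green fluorescence of bound Bodipy-FL-GTP per Rab7 bead population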
# Pf gamet viab: inhibitors of late stage P. falciparum gametocyte viability; P. falciparum stage V gametocytes, ATP luminescence, 24 h; inhibition, % at 10.9 µM; 150,000 compounds, 0.065% hits; AID 743093;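 active = inhibition above the mean plus 3 SD of compounds within the control limits, set per campaign, cut at about 38% in these data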;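 note: 0% = DMSO wells and 100% = medium only without gametocytes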
# Cdc42 wt GTP: changes GTP binding to wildtype human Cdc42. P60953. GST-Cdc42 beads, Bodipy-GTP binding, flow cytometry; actives lie on both sides. percent activity (GTP binding), % at 10 µM. 190,000 compounds, 0.2% hits. AID 761;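 active = percent activity GTP binding at least 20 points away from the 100% baseline, either down as inhibitor or up as activator; inconclusive = compound flagged as likely green fluorescent from well-wide comparison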;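 note: median bead fluorescence of bound Bodipy-FL-GTP at 100 nM; 0% = excess unlabeled GTP control and 100% = no compound control; below 100% means less GTP binding so inhibitor and above means activator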
# Target sequence (P60953 whole entry, looked up): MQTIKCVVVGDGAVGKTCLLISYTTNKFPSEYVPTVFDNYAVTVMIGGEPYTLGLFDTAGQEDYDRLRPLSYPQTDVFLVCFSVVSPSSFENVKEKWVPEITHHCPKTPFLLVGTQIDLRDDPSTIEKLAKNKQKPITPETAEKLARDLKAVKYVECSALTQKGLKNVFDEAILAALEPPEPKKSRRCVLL
# GSH bead fluor: compound fluoresces at 488/530 nm on GSH beads; GSH beads flow cytometry, compound fluorescence 488/530 nm; hits give high values; fluorescence (KMESF) at 10 µM; 190,000 compounds, 0.25% hits; AID 1776; in the data active = fluorescence above about 89;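 note: glutathione beads carrying GST-tagged Bcl family fusion proteins plus one bare bead set; values are compound well signal with DMSO vehicle wells as background; inactives centre near 16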
# Avidin fluor: avidin bead compound fluorescence profile. Avidin beads, compound fluorescence 488/530 nm, flow cytometry; hits give high values. fluorescence (KMESF) at 10 µM. AID 1775. 220,000 compounds, 0.38% hits; in the data active = fluorescence above about 47; note: inactives centre near 10
# Numbers without * were called inactive; ? = inconclusive; nt = not tested or not shown. Rows are unselected; overall some 1.1% were active at least once.
# Results follow in this order: Cdc42 wt GTP	ABCB1 block	Rab2A wt mod	Rab7 wt GTP bind	GSH bead fluor	Avidin fluor	Rac1 mut GTP	ABCG2 block	Pf gamet viab	Rac1 wt modul	HRas wt GTP
1: CSCC[C@H](NC(=O)Nc1ccc(C)cc1C)C(=O)O
  ?	1.4	?	?	14	9	?	8	nt	?	?
2: COc1cccc(/C=N/Nc2ccc(S(=O)(=O)O)cc2)c1O
  97	0.0	95	101	19	10	96	2	1	96	98
3: CCCNC(=O)CC1Sc2ccccc2NC1=O (stereo not given)
  105	0.1	103	106	30	14	100	0	nt	108	104
4: CCS(=O)c1ccccc1C(=O)O (stereo not given)
  100	0.2	96	99	34	14	98	3	nt	97	98
5: CSc1nc(-c2ccco2)cc(-c2ccccc2)c1C#N
  99	0.3	98	101	21	36	98	2	-2	101	99
6: C=C(C)C1CC=C(C)/C(=N/NC(=O)c2ccccc2[N+](=O)[O-])C1 (stereo not given)
  95	0.5	97	101	16	10	95	0	2	100	99
7: CCC(C)NC(=O)C1CCCN1S(=O)(=O)c1ccc(Cl)cc1 (stereo not given)
  101	1.0	99	101	19	5	100	2	16	104	102
8: CN(C)/C=C/C(=O)c1cccc([N+](=O)[O-])c1
  96	-0.4	96	94	12	11	96	0	1	94	94
9: CC1=Nc2cccc([N+](=O)[O-])c2NC(=O)C1
  95	0.0	100	94	14	8	97	-4	19	94	98
10: Cc1onc(-c2c(F)cccc2Cl)c1C(=O)OCn1nnc2ccccc2c1=O
  96	0.1	93	91	18	6	93	0	nt	101	95
11: CCOC(=O)c1cccc(NC(=O)CSc2nnc(-c3cccnc3)n2C)c1
  103	0.2	102	101	25	18	99	3	nt	101	101
12: Cn1nc(C(=O)Nc2sc3c(c2C#N)CCCC3)ccc1=O
  91	0.5	92	99	10	11	90	10	10	92	95
13: O=C(Nc1ccccc1N1CCCC1)c1cc(Cl)ccc1Cl
  99	0.0	102	109	19	10	95	8	nt	103	104
14: COCCNC(=O)C(c1ccccc1)N(Cc1cccs1)C(=O)Cn1nnc2ccccc21 (stereo not given)
  101	1.0	98	99	21	38	100	3	nt	100	99
15: Cc1nn(CC(=O)Nc2ccc(Cl)cn2)c(C)c1Br
  107	nt	105	103	12	6	104	0	16	104	106
16: Cc1nnc(NC(=O)C2CCCN(S(=O)(=O)c3ccccc3C(F)(F)F)C2)s1 (stereo not given)
  100	0.9	104	103	37	13	96	3	-11	107	103
17: CCN(Cc1ccccc1)C(=O)C1CCN(C/C(C)=C/c2ccccc2)CC1
  105	nt	102	101	8	7	104	-2	7	104	103
18: Cc1cc(C)n(-c2nc3ccccc3c(=O)n2OCC(=O)N(C)C)n1
  97	0.2	97	96	14	33	97	0	11	98	96
19: Cc1nnc(C)c2c(C)n(-c3ccc(Br)cc3)c(C)c12
  104	0.2	104	104	11	10	100	4	nt	112	106
20: CC(C)C(=O)NC(=S)N1CCc2ccccc21
  101	0.0	98	101	19	5	99	2	13	108	100
21: CSc1ccc(/C=N/NC(=O)c2cccc(Cl)c2)cc1
  100	-0.3	97	98	12	3	99	-3	-3	100	98
22: c1ccc(N/N=C(\Cc2ncc[nH]2)c2ccccc2)cc1
  94	1.5	95	97	10	6	97	18	-22	98	96
23: Cc1cc(Cl)ccc1NC(=S)NCc1ccc(S(N)(=O)=O)cc1
  97	0.4	98	100	9	11	95	2	-3	99	96
24: c1ccc(Cn2c(NCc3ccncc3)nc3ccccc32)cc1
  97	0.5	95	97	17	11	97	1	8	100	100
25: O=C(Nc1ccc(OCC(F)(F)C(F)F)c(C(F)(F)F)c1)c1ccccc1O
  101	-0.2	98	99	21	29	98	12	nt	106	99
26: CC(C)(C)NC(=O)C(=O)NCc1ccncc1
  104	0.1	101	100	6	28	101	0	4	104	100
27: CCc1nnc(NC(=O)CSc2nnc(COc3ccc(C)cc3)n2-c2ccccc2)s1
  101	0.7	101	100	63	7	98	3	nt	102	101
28: COc1ccccc1C(CC(N)=O)c1ccco1 (stereo not given)
  97	-0.1	93	96	12	34	94	0	nt	95	97
29: Nc1nonc1C(=O)NCCNCc1cc(Br)ccc1OCc1ccc(F)cc1
  106	1.0	103	95	66	13	102	2	14	103	105
30: CCNc1nc(Oc2ccc(C(=O)OC)cc2)nc(SC)n1
  96	0.3	96	93	24	3	96	1	8	96	95
31: CCOC(=O)c1c(C)[nH]c(C)c1C(=O)COC(=O)c1cc2ccccc2cc1O
  101	0.9	99	99	21	12	95	27	11	101	97
32: Cc1ccc(SCCC(=O)Nc2cccc(N(C)S(C)(=O)=O)c2)cc1
  99	0.2	101	102	37	6	98	1	18	99	97
33: Cc1ccc(C)c(NC(=S)Nc2ncccc2C)c1
  95	0.7	93	96	14	6	93	2	-7	98	95
34: Cc1ccc(C)n1-c1ccc(N2CCOCC2)nc1
  101	0.7	103	100	10	24	97	3	nt	100	101
35: Cc1ccc(C(C(=O)NCc2ccco2)N(Cc2ccco2)C(=O)CNC(=O)c2ccco2)cc1 (stereo not given)
  100	1.0	102	99	27	13	100	10	nt	105	101
36: CCCSc1nc(N)cc(=O)[nH]1
  103	0.8	108	106	18	10	102	5	nt	103	107
37: CCOc1ccc(-n2c(=O)c3sccc3n(CC(=O)Nc3cccc(OC)c3)c2=O)cc1
  95	0.0	98	94	12	9	93	1	-3	94	94
38: CC(NC(=S)Nc1c(Cl)cccc1OC(F)F)C(C)(C)C (stereo not given)
  105	0.0	99	98	11	11	101	0	-28	100	98
39: CCOc1ccc(CNC(=O)C2CCN(S(=O)(=O)N3CCCC3)CC2)cc1OC
  101	-0.1	102	102	15	8	98	2	nt	101	101
40: CCn1c2ccccc2c2cc(N=C3SC(CC(=O)Nc4ccccc4OC)C(=O)N3CCOC)ccc21 (stereo not given)
  99	-0.1	98	98	8	3	101	-4	-10	104	102

# Results in ABCG2 block (three entries from above):
No.	structure	ABCG2 block
32	Cc1ccc(SCCC(=O)Nc2cccc(N(C)S(C)(=O)=O)c2)cc1	1
33	Cc1ccc(C)c(NC(=S)Nc2ncccc2C)c1	2
34	Cc1ccc(C)n1-c1ccc(N2CCOCC2)nc1	3

# Later entries
# Results follow in this order: Cdc42 wt GTP	ABCB1 block	Rab2A wt mod	Rab7 wt GTP bind	GSH bead fluor	Avidin fluor	Rac1 mut GTP	ABCG2 block	Pf gamet viab	Rac1 wt modul	HRas wt GTP
41: CCC(=O)NCCCNc1nc2c(C)cccc2cc1C#N
  97	1.3	98	104	24	7	97	9	nt	99	98
42: CCc1ccc(CNc2ccc(O)cc2)cc1
  96	-0.1	97	101	27	15	98	0	nt	100	99
43: Cc1nonc1CC(=O)N1CCc2c([nH]c3ccccc23)C1c1ccccc1F (stereo not given)
  92	0.6	96	101	10	10	93	6	-1	91	95
44: O=C(Nc1sc2c(c1C(=O)NCc1cccnc1)CCCC2)c1ccco1
  100	1.9	101	104	41	12	97	7	14	107	105
45: O=C(COc1ccc(Br)cc1)N1CCOCC1
  98	0.2	95	90	19	23	92	0	-11	101	95
46: O=C(NCCc1ccc(Cl)cc1)C1CCN(S(=O)(=O)N2CCCCC2)CC1
  104	0.9	101	102	13	35	98	3	nt	101	102

# Among those listed so far, seven contain an aryl thioether with sulfur outside any ring.
# Results follow in this order: Cdc42 wt GTP	ABCB1 block	Rab2A wt mod	Rab7 wt GTP bind	GSH bead fluor	Avidin fluor	Rac1 mut GTP	ABCG2 block	Pf gamet viab	Rac1 wt modul	HRas wt GTP
5: CSc1nc(-c2ccco2)cc(-c2ccccc2)c1C#N
  99	0.3	98	101	21	36	98	2	-2	101	99
11: CCOC(=O)c1cccc(NC(=O)CSc2nnc(-c3cccnc3)n2C)c1
  103	0.2	102	101	25	18	99	3	nt	101	101
21: CSc1ccc(/C=N/NC(=O)c2cccc(Cl)c2)cc1
  100	-0.3	97	98	12	3	99	-3	-3	100	98
27: CCc1nnc(NC(=O)CSc2nnc(COc3ccc(C)cc3)n2-c2ccccc2)s1
  101	0.7	101	100	63	7	98	3	nt	102	101
30: CCNc1nc(Oc2ccc(C(=O)OC)cc2)nc(SC)n1
  96	0.3	96	93	24	3	96	1	8	96	95
32: Cc1ccc(SCCC(=O)Nc2cccc(N(C)S(C)(=O)=O)c2)cc1
  99	0.2	101	102	37	6	98	1	18	99	97
36: CCCSc1nc(N)cc(=O)[nH]1
  103	0.8	108	106	18	10	102	5	nt	103	107
